Assay outcomes as filed in PubChem.
TDP1 cell noCPT = qHTS for Inhibitors of human tyrosyl-DNA phosphodiesterase 1 (TDP1): qHTS in cells in absence of CPT | DT40 Tdp1-/- hTDP1 cells, no CPT, ATP luminescence, 48 h | Potency, µM (titrated, usually from 46.2 µM), inactives show at the top dose activity change, negative = growth inhibition, usual class: inhibitors | 420,000 tested, 15% active; further: nearly all actives have a fitted effect of over 55% in size
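Seeded 400 DT40-hTDP1 cells/well (vehicle DMSO, no 20 nM CPT); pinned compounds; ≥48 hr at 37 °C; CellTiter-Glo luminescence as viability measure.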
DT40 TDP1 CPT = qHTS for Inhibitors of human tyrosyl-DNA phosphodiesterase 1 (TDP1): qHTS in cells in presence of CPT. 420,000 tested, 12% active. Potency, µM (series often up to 46.2 µM), for the others: at the top dose activity change, negative = growth inhibition, hits mostly inhibitors. chicken DT40 Tdp1-/-;hTDP1 cells + 20 nM CPT, ATP luminescence, 48 h; further: nearly all actives have a fitted effect of over 55% in size
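Cell growth measured by CellTiter-Glo luminescence after a minimum 48 h, 37 C compound exposure with 20 nM CPT in Tdp1-knockout DT40 cells stably expressing hTDP1, seeded 400/well; qHTS titration format.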
KAT2A inh = qHTS Assay for Inhibitors of GCN5L2; Histone acetyltransferase KAT2A (Homo sapiens), Q92830; GCN5L2 HAT assay, ThioGlo1 CoA-SH fluorescence; Potency, µM (highest dose often 58.9 µM), without a hit: top-dose activity change, negative = inhibition, most hits filed as inhibitors; 390,000 tested, 0.21% active; AID 504327, 2011
Target sequence (Q92830 whole entry, looked up): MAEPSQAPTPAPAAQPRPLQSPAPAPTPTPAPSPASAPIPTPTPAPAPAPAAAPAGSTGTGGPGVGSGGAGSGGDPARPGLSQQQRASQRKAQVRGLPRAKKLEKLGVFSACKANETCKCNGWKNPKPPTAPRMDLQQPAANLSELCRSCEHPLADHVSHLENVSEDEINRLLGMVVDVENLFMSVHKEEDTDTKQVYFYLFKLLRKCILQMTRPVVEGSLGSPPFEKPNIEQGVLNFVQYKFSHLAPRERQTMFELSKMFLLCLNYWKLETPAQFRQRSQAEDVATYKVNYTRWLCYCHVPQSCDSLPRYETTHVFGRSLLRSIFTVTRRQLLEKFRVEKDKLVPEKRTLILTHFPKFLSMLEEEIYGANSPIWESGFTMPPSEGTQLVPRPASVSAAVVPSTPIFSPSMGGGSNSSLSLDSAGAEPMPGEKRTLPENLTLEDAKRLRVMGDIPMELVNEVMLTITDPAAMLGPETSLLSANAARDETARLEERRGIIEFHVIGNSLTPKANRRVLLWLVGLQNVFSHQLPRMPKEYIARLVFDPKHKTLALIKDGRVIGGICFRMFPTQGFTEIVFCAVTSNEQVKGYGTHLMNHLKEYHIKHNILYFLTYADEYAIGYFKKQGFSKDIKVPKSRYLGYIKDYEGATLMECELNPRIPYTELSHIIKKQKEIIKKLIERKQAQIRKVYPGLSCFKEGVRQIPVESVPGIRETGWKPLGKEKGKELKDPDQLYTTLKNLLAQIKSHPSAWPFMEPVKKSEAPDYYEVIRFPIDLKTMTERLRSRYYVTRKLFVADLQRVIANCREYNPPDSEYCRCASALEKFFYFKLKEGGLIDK
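Titration-based screen in which CoA formation is detected via maleimide probe ThioGlo1 (50uM) turning fluorescent on thiol reaction; substrates H3(1-25) 75uM and acetyl-CoA 70uM, GCN5L2 20nM, 20 min incubation at room temperature.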
An asterisk follows results filed as active; ? = inconclusive; . = not tested or not shown; ! = not active in a repeat. The call rests on the fitted dose curve; in most records, active means well fitted curve in the direction sought with a large enough effect; inconclusive means small, poorly fitted or top-dose-only effect, or another doubt; inactive means no such curve, though single readings can be large; an effect the other way counts as inactive or inconclusive. On the % scale 0 is the no-effect control and ±100 the full control effect; potency means the concentration at half of the fitted maximal effect.

SMILES	TDP1 cell noCPT	DT40 TDP1 CPT	KAT2A inh
CC(C)CCNC(=O)/C=C/c1ccc(Br)cc1	?	-10.8%	-8.2%
COc1cccc(-n2c(SCC(=O)Nc3cc(C)on3)nc3c([nH]c4ccccc43)c2=O)c1	?	?	3.6%
O=S(=O)(c1ccc(-c2cnc(C3CC3)o2)cc1)N1CCN(c2ccccc2F)CC1	-13.1%	?	-5.7%
C=CCN=C1N[C@@H](c2ccc(Br)cc2)C(C(=O)OC)=C(C)N1Cc1ccccc1	?	12.6µM*	-0.3%
CC(C)NC(=S)N=Nc1c(O)[nH]c2ccc([N+](=O)[O-])cc12	?	?	3.4%
CN(Cc1ccccc1)c1nc(-c2ccc([N+](=O)[O-])cc2)nc2ccccc12	?	18.4µM*	0.7%
O=C(CN1CCOCC1)Nc1ccc(N2CCN(c3ccccc3)CC2)c(F)c1	?	?	-8.9%
O=C1CSC(c2ccccn2)N1c1ccc2ccccc2c1 (stereo unspecified)	-1.9%	-7.1%	-5.5%
Cc1cc(C)c(OCCCn2ccnc2)c(C)c1	1.2%	-16.8%	-8.5%
CCC(C)NC(=O)c1ccc2c(SCC(=O)O)c3c(nc2c1)CCCC3 (stereo unspecified)	8.8%	6.8%	-0.9%
COc1ccc(/C=C/C(=O)Nc2nonc2NC(C)=O)cc1	-28.1%	-3.9%	0.1%
Cc1cc2ccccc2cc1CN1CCOCC1	-5.0%	0.9%	-0.7%
C=CCc1ccc(OCCN2CCc3ccccc3C2)c(OC)c1	16.4µM*	?	-4.2%
COc1cc(/C=N/NC(=O)c2sc3nc(C)cc(C)c3c2N)ccc1O	3.26µM*	?	18.6%
CCCCC1=CC2=CC(=O)C(C)(OC(=O)CC)C(=O)C2=CN1Cc1ccc(OC)cc1 (stereo unspecified)	13µM*	25.9µM*	2.8%
O=C(NC1CCCCNC1=O)c1ccccc1 (stereo unspecified)	-22.4%	20.8%	-1.2%
COc1cc2c3c(c1)C(C)=CC(C)(C)N3C(=O)C2=O	0.82µM*	0.731µM*	-2.8%
N=C1/C(=C\c2ccc(-c3cc(Cl)cc(Cl)c3)o2)C(=O)N=C2SC=C(c3ccccc3)N12	?	?	-1.8%
Cc1cccc(NC(=O)C(=O)NCCc2csc(-c3ccc(F)cc3)n2)c1C	?	?	-1.7%
Cc1nc2c(OCc3ccc(C(F)(F)F)cc3)cccn2c1N(C)C(=O)CCC1CCCC1	?	?	.

Record cards (already shown). Values in the order: TDP1 cell noCPT, DT40 TDP1 CPT, KAT2A inh
Cc1cc2ccccc2cc1CN1CCOCC1 in the list: -5.0%, 0.9%, -0.7%
O=S(=O)(c1ccc(-c2cnc(C3CC3)o2)cc1)N1CCN(c2ccccc2F)CC1 in the list: -13.1%, ?, -5.7%
O=C(NC1CCCCNC1=O)c1ccccc1 (stereo unspecified) in the list: -22.4%, 20.8%, -1.2%
CC(C)NC(=S)N=Nc1c(O)[nH]c2ccc([N+](=O)[O-])cc12 in the list: ?, ?, 3.4%
COc1ccc(/C=C/C(=O)Nc2nonc2NC(C)=O)cc1 in the list: -28.1%, -3.9%, 0.1%

(listing goes on)
SMILES	TDP1 cell noCPT	DT40 TDP1 CPT	KAT2A inh
CN(C)c1ccc(/C=C(/NC(=O)c2ccccc2Cl)C(=O)NCCN2CCOCC2)cc1	-6.2%	5.0%	-11.4%
Cc1ccc(NC(=O)c2cc(S(=O)(=O)N3CCCCC3)c[nH]2)cc1C	?	-13.0%	-4.8%
Cc1ccc(N(C(=O)C2CCC(=O)N2)C2(C(=O)NC3CCCC3)CCCCC2)cc1 (stereo unspecified)	4.7%	-13.5%	-4.7%
O=C(c1ccc2c(c1)OCO2)N1CCCC(c2ccccc2)C1 (stereo unspecified)	?	?	-11.4%
CCOC(=O)[C@H](CCc1ccccc1)N[C@H]1CCc2ccccc2N(CC(=O)O)C1=O	21.1µM*!	?	8.3%
CCOc1cc(C(c2c(C)[nH][nH]c2=O)c2c(C)[nH][nH]c2=O)ccc1O	-7.8%	-18.7%	0.6%
O=C(c1ccco1)N1CCN(Cc2nc3ccc([N+](=O)[O-])cc3c(=O)n2-c2ccccc2F)CC1	8.2µM*	?	-3.2%
FC(F)(F)c1cc(CCN2C(=S)NC[C@@H]2Cc2ccccc2)cc(C(F)(F)F)c1	?	?	-5.1%
Cc1onc(-c2c(Cl)cccc2Cl)c1C(=O)ONC(=O)c1ccccc1	-10.1%	0.8%	0.7%
CCCC1=Nc2cc(C(=O)NCCOC)ccc2Sc2ccccc21	0.581µM*	?	-3.8%
Cc1ccc(NC(=O)CCc2nc3sc4c(c3c(=O)[nH]2)CCCC4)nc1	-28.2%	3.0%	-26.2%
COc1ccc(CNC(=O)c2ccc(Cl)c(S(=O)(=O)N3CCOCC3)c2)cc1OC	7.31µM*	9.2µM*	-4.3%
CCOP(=O)(/C(C#N)=C(/O)c1ccccc1)c1ccccc1 (stereo unspecified)	-3.5%	7.0%	1.4%
Cc1ccc(NC(=O)CN2CCOCC2)cc1C	10.8%	4.4%	-1.8%
CN1CCc2c(OCc3ccc(F)cc3)cccc2C1=O	?	-20.9%	-2.8%
COc1cccc2c1Oc1ncccc1N(C(=O)CCC(=O)NCc1cccc(C)c1)C2	-6.0%	-2.3%	-18.4%
CSc1nc2c(c(=O)[nH]1)C(c1cccc(Cl)c1)CC(=O)N2 (stereo unspecified)	-19.1%	-25.8%	-3.4%
Cc1cccc2c(N=O)c(O)[nH]c12	?	?	1.5%
CCCOc1cccc(NC(=O)c2cc(C)oc2C)c1	16.4µM*	25.9µM*	-4.0%
O=S(=O)(N1CCCCC1)N1CCN(c2ccc(F)cc2)CC1	-13.7%	-7.8%	-7.7%
Cc1ccc2cc(CCNC(=O)c3cccc([N+](=O)[O-])c3)c(=O)[nH]c2c1	20.6µM*	20.6µM*	?
CNS(=O)(=O)c1cn(CC(=O)N2CCN(c3ccc(C)cc3C)CC2)cc1S(=O)(=O)NC	-29.2%	-13.7%	-9.8%
CC(=O)Oc1ccc(N2C(=O)C3C(C2=O)C2C=CC3C23CC3)cc1[N+](=O)[O-] (stereo unspecified)	11.1%	10.8%	-12.4%
CCC1(c2ccccc2)NC(=O)N(CC(=O)NCCN2C(=O)S/C(=C\c3cccnc3)C2=O)C1=O (stereo unspecified)	-16.8%	-26.0%	?
O=C(COC(=O)c1ccc(S(=O)(=O)N2CCCC2)cc1)Nc1cccc(Br)c1	?	1.9%	-5.5%
CCc1cccc(C)c1N1C(=O)CC(C)(C)CC1=O	-21.6%	-21.0%	-11.6%
COc1ccc(-n2ncc3c2CC(C)(C)CC3NC(=O)CCn2nc(C)cc2C)cc1 (stereo unspecified)	-26.6%	?	2.9%
COCCCn1c(=O)c2ccccc2n(CC(=O)NCCC2=CCCCC2)c1=O	?	2.4%	-4.7%
O=C(Cc1ccc(S(=O)(=O)N2CCOCC2)s1)NCCC(c1ccccc1)c1ccccc1	?	?	-6.0%
COc1ccc(OCCSc2nnc(Cc3cccc4ccccc34)n2N)cc1	?	?	-8.7%
CC(=O)c1ccc(N2CCN(C(=O)c3cc4c(-c5ccccc5F)nn(C)c4s3)CC2)cc1	18.4µM*	18.4µM*	-6.8%
O=C1CC(c2ccccc2)Cc2[nH]c(=O)c(C(=O)Nc3ccc(OC(F)(F)F)cc3)cc21 (stereo unspecified)	-8.5%	12.8%	-3.3%
O=C(O)c1ccc(/C=N/NC(=O)c2ccc3c(c2)OCCO3)cc1	1.5%	13.9%	-13.0%
CN(C(=O)COc1ccccc1C(=O)NCCOc1ccccc1)c1ccccc1	2.31µM*	2.31µM*	0.4%
Nc1ccc(S(=O)(=O)c2cc(O)c3ccccc3c2O)cc1	2.31µM*	1.46µM*	.
COc1ccc(/C(N)=N/OC(=O)C2CCC(=O)N2S(=O)(=O)c2ccc(C)cc2)cc1OC (stereo unspecified)	?	-27.0%	-3.1%
COc1cc(NC(=O)CN2C(=O)NC(C)(CC(C)C)C2=O)cc(OC)c1 (stereo unspecified)	-15.6%	-13.9%	1.1%
CCCCOC(=O)c1cccc(NC(=O)CC)c1	-3.4%	-19.3%	-0.5%
COc1cccc(-c2cc(C(F)(F)F)nc(N3CCN(c4ccccc4)CC3)n2)c1	?	3.4%	-7.0%
Cc1cccc(OCCNC(=O)CCNS(=O)(=O)c2ccc3ccccc3c2)c1	-29.3%	-27.2%	-29.2%
O=C(NNC(=O)C1CC1)c1ccc(F)cc1F	-10.8%	12.8%	-5.9%
Cc1cccc(N(NC(=O)C(C)(C)O)C(=O)c2ccccc2)c1	-0.7%	-24.0%	-5.2%
O=C(CSc1nnc(-c2ccco2)n1CC1CCCO1)N1CCCCC1 (stereo unspecified)	-16.4%	-0.4%	0.0%
Cc1c(NC(=O)c2noc3c2CCc2ccccc2-3)c(=O)n(-c2ccccc2)n1C	-21.1%	3.4%	.
Cc1cc(NC(=O)COC(=O)C(C)Oc2ccc(Cl)cc2Cl)no1 (stereo unspecified)	-10.4%	-19.9%	-2.3%
CCn1c(=O)c2sccc2n2c(CCCC(=O)N3CCN(c4ccccn4)CC3)nnc12	?	?	-3.1%
COc1ccc(C(CC(=O)c2ccc(C)cc2)Nc2ccc([N+](=O)[O-])cc2)cc1 (stereo unspecified)	?	?	-10.7%
COc1ccc(-c2noc(-c3ccc(NCc4ccccc4OC)c([N+](=O)[O-])c3)n2)cc1	?	-18.0%	0.0%
O=C(Nc1ccc(C(=O)N2CCCC2)cc1)C1CC1	-1.9%	0.8%	.
CCOC(=O)c1ccc(NC(=O)c2cnc3c(-c4ccc(F)cc4)c(C)nn3c2C)cc1	-8.7%	-14.4%	-3.1%
CCN(C[C@H]1N[C@@](CC)(C(=O)OC)[C@H]2C(=O)N(C)C(=O)[C@@H]12)S(=O)(=O)c1ccc(F)cc1	0.8%	5.7%	-3.8%
O=S(=O)(c1cnc[nH]1)N1CCN(c2ccc(F)cc2)CC1	13.0%	-6.4%	-3.4%
CCn1cc(C2=NCCO2)c2ccccc21	-17.9%	6.0%	-1.3%
Cc1cc(C)c(S(=O)(=O)N2CCOC2CNC(=O)C(=O)NCc2cccnc2)c(C)c1 (stereo unspecified)	16.4%	9.5%	0.2%
Cc1ccc(C(=O)NCCC2=CCCCC2)cc1S(=O)(=O)N1CCCCC1	?	?	-8.2%
COCCN(C(=O)COC(=O)C1(C)CC1(Cl)Cl)c1c(N)n(Cc2ccccc2)c(=O)[nH]c1=O (stereo unspecified)	-1.3%	-7.4%	-3.7%
CC(=O)/C(=N/Nc1cccc(Cl)c1)N1CCOCC1	?	?	1.8%
CCN(CC)S(=O)(=O)c1ccc(N2CCOCC2)c(NC(=O)CCOc2ccccc2)c1	14.6µM*	?	1.6%
CSCCNC(=O)c1cccc(Cl)c1	0.9%	1.7%	-18.0%
COc1ccccc1N(CC(O)CN1CCCC1)S(=O)(=O)c1ccccc1 (stereo unspecified)	6.4%	0.4%	-5.8%
Next part:
SMILES	TDP1 cell noCPT	DT40 TDP1 CPT	KAT2A inh
CSc1nc(C)c2c(n1)N(c1ccc(C(F)(F)F)cc1)CC2	-3.5%	-19.6%	1.2%
COC(=O)c1ccc(Cn2nnc3ccccc3c2=O)o1	0.2%	-10.6%	-5.6%
Oc1c(Cl)cc(Cl)cc1C=Nc1ccc(N2CCOCC2)cc1	-4.6%	4.1%	-12.8%
O=C(O)c1sccc1S(=O)(=O)N1CCCCC1	0.4%	-1.7%	.
CCCc1cc(=O)[nH]c(SC(C)C(=O)N2c3ccccc3CC2C)n1 (stereo unspecified)	-4.5%	-30.7%	-16.7%
CCOC(=O)N1CCN(C(=O)c2cn(CC)c3ccc(S(=O)(=O)N4CCCC4)cc3c2=O)CC1	-15.2%	-9.9%	.
Cc1ccc2oc(=O)c3cnn(CC(=O)N4CCCCCC4)c3c2c1	-15.1%	-0.9%	-2.3%
CC12CCC(C(=O)NCc3ccc(Cl)cc3)(OC1=O)C2(C)C (stereo unspecified)	-0.5%	-18.3%	-1.3%
CC(C)CC1NC(=S)N(Cc2ccccc2)C1=O (stereo unspecified)	?	?	-2.1%
COc1cc(N(C(C)=O)c2ccc(O)c(C(=O)O)c2)c2ncccc2c1	-21.4%	-5.4%	.
O=C(C[C@H]1CC[C@@H]2[C@H](COC[C@H](O)CN2Cc2cccc(C(F)(F)F)c2)O1)NCCc1ccccc1	13µM*	20.6µM*	.
Cc1cccc(N2CCN(Cc3nc(-c4cccc(Cl)c4)oc3C)CC2)n1	?	?	-11.1%
CCN1CCN(C(=S)NC(=O)c2cccc(Br)c2)CC1	?	?	?

Arranged by heavy-atom count (low to high): part of the list above.
SMILES	TDP1 cell noCPT	DT40 TDP1 CPT	KAT2A inh
Oc1c(Cl)cc(Cl)cc1C=Nc1ccc(N2CCOCC2)cc1	-4.6%	4.1%	-12.8%
CCCc1cc(=O)[nH]c(SC(C)C(=O)N2c3ccccc3CC2C)n1 (stereo unspecified)	-4.5%	-30.7%	-16.7%
COc1cc(N(C(C)=O)c2ccc(O)c(C(=O)O)c2)c2ncccc2c1	-21.4%	-5.4%	.
